# Compound activity: PubChem BioAssay, National Center for Advancing Translational Sciences (NCATS)
# IMPase Li inh = qHTS Assay for Identifying the Cell-Membrane Permeable IMPase Inhibitors: Potentiation with Lithium; CHO-M1 cells, IP1 TR-FRET (IP-One), carbachol + lithium; Potency, µM (series often up to 59.4 µM), inactives show at the top dose activity, negative = IMPase inhibition, most hits filed as inhibitors; 210,000 compounds, 0.35% hits; AID 1457, 2008;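 further: IP1 builds up when IMPase is blocked and the TR-FRET signal falls; plate controls were basal vehicle for no effect and high inhibitor control for full effect; nearly all actives have a fitted effect of over 50% in size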
#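 Test compounds were applied to CHO-M1 cells previously cultured for 16–30 h at 2000 per well. A small lithium amount accompanied them; after 30 min at 37C, IP1 was quantified by TR-FRET.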
# GoLoco inh red = qHTS Assay for Inhibitors of RGS12 GoLoco Motif Activity (Red Fluorophore); 230,000 compounds, 0.44% hits; Potency, µM (top dose mostly 61.6 µM), for inactives: at the highest dose activity, negative = inhibition, actives largely listed as inhibitors; AID 880, 2007; Gai1:RGS12 GoLoco peptide FP, rhodamine, 10 min; Guanine nucleotide-binding protein G(i) subunit alpha-1 (Homo sapiens), P63096; active means well fitted inhibition curve with a large enough effect, not every such curve was filed as active; inactive means no such curve, though single readings can be large or run the other way; further: on the % scale 0 is the no-effect control and ±100 the full control effect; nearly all actives have a fitted effect of over 30% in size; many of its hits are not listed in these tables
# Target sequence (P63096 whole entry, looked up): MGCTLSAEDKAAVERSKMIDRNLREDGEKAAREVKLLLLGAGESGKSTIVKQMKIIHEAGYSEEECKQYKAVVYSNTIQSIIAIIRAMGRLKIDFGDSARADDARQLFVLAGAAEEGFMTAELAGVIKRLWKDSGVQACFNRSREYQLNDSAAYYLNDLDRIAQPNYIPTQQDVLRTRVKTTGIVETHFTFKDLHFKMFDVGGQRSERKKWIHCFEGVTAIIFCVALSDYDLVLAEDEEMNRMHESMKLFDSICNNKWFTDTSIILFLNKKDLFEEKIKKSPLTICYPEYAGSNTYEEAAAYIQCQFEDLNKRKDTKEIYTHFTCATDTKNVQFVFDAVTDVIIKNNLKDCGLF
# GAA spleen mod = qHTS Assay for Inhibitors and Activators of Human alpha-Glucosidase From Spleen Homogenate; human spleen homogenate, 4-MU-alpha-glucoside fluorescence; 240,000 compounds, 0.006% hits; Lysosomal alpha-glucosidase (Homo sapiens), P10253; Potency, µM (highest dose often 79.9 µM), for the others: top-dose activity change, negative = inhibition, actives largely listed as inhibitors;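 further: 0% = enzyme with vehicle and -100% = no enzyme basal signal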
#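 Compounds were titrated against alpha-glucosidase in spleen homogenate at pH 5.0, with 1 mM 4-methylumbelliferyl substrate for 40 min at 37 C. Reactions were quenched with pH 10 NaOH/glycine and fluorescence measured.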
# HttQ103 aggreg = qHTS Multiplex Assay to Identify Dual Action Probes in a Cell Model of Huntington: Aggregate Formation (GFP) | PC12 HttQ103-GFP aggregates, Acumen cytometry, 40 h | Potency, µM (series often up to 46.1 µM), for inactives: top-dose activity change, negative = inhibition, usual class: inhibitors | 220,000 compounds, 1.1% hits | AID 1688, 2009; further: on the % scale 0 is the no-effect control and ±100 the full control effect; nearly all actives have a fitted effect of over 60% in size
#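 Read-out: GFP aggregate count by laser scanning cytometer (488 nm excitation, 500-530 nm emission, 1–25 µm objects >6 SD above background). Cells: PC12, inducible HTTex1-Q103-GFP, 100 nM tebufenozide; compounds titrated.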
# GAA inh = qHTS Assay for Inhibitors of Human alpha-Glucosidase as a Potential Chaperone Treatment of Pompe Disease. Potency, µM (highest dose often 76.9 µM), for inactives: at the highest dose activity change, negative = inhibition, hits mostly inhibitors. Lysosomal alpha-glucosidase (Homo sapiens), P10253. purified human GAA, 4-MU-alpha-glucoside fluorescence. 200,000 compounds, 0.005% hits;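 further: plate controls were uninhibited enzyme wells for no effect and no-enzyme background for full effect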
#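 Enzyme (4 nM final) mixed with compound (up to 77 uM), then 4-MU-alpha-D-pyranoside (400 uM final) added; 20 min at room temperature, pH 5.0. Reaction stopped at pH 10, fluorescence read, AC50 derived by Hill fit.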
# HTT ATP protect = qHTS Multiplex Assay to Identify Dual Action Probes in a Cell Model of Huntington: Cytoprotection (ATP); AID 1471, 2008; PC12 HTT-Q103 induced, cytoprotection, ATP luminescence, 40 h; 230,000 compounds, 0.14% hits; Potency, µM (series often up to 56.4 µM), inactives show cytoprotection (ATP increase), actives largely listed as activators;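 further: % of control where 0% means no effect; nearly all actives have a fitted effect of over 45% in size; toxic huntingtin expression switched on by the ecdysone agonist tebufenozide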
#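 Compounds were screened for protection of PC12 cells against cell death after tebufenozide induction (100 nM final) of mutant Huntingtin exon 1 (Q103) fused to GFP.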
# GAA glycogen mod = qHTS Assay for Inhibitors and Activators of Human alpha-Glucosidase Cleavage of Glycogen | Potency, µM (series often up to 76.4 µM), without a hit: at the top dose activity change, negative = inhibition, actives largely listed as inhibitors | recombinant GAA, glycogen substrate, Amplex Red glucose oxidase fluorescence | 300,000 compounds, 0.38% hits;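 further: 0% = full enzyme reaction and -100% = no-enzyme basal signal; the screen sought inhibitors and activators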
#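 Recombinant human alpha-glucosidase (4 nM final) hydrolysed bovine liver glycogen (30 ug) for 40 min at 37 C in pH 5.0 citrate/phosphate with 0.01% Tween-20. Released glucose detected by glucose oxidase/Amplex Red, Ex 573/Em 610 nm. Compounds up to 77 uM; AC50 from Hill fits.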
# An asterisk follows results filed as active; u = inconclusive; x = not tested or not shown; & = joins results of further samples; [ ] = another dose, or the depositor's remark. Unless noted, the call rests on the fitted dose curve; in most records, active means well fitted curve in the direction sought with a large enough effect; inconclusive means small, poorly fitted or top-dose-only effect, or another doubt; inactive means no such curve, though single readings can be large; an effect the other way counts as inactive or inconclusive. Potency means the concentration at half of the fitted maximal effect. Only part of the results is shown; the hit share may differ from the screen's.
SMILES,IMPase Li inh,GoLoco inh red,GAA spleen mod,HttQ103 aggreg,GAA inh,HTT ATP protect,GAA glycogen mod
CC1=[N+]([O-])C(C)(C)CC(C)(C)c2ccccc21,18%[38.3 µM],8%,7%,-11%,4%,-9%,8%
CCCn1c(NC(=O)c2cccc(S(=O)(=O)N3CCCC3)c2)nc2ccccc21,2%[38.3 µM],14%,-21%,11µM*,-1%,-1%[0.074 µM],-4%
Cc1cc(C)c[n+](C2=C([O-])c3ccccc3C(=O)/C2=N\S(=O)(=O)c2cccs2)c1,4%,1%,-8%,-11%,0%,-6%[1.9 µM],6%
S=c1[nH]nc(-c2ccncc2)n1/N=C/c1ccccc1,-3%,11%,3%,20%,-3%,38%[10 µM],-11%
CCn1c(SCC(=O)Nc2ccc(C(=O)OC)cc2)nnc1-c1cccs1,22%[38.3 µM],5%,-6%,-11%,-18%,15%[0.074 µM],4%
COC(=O)c1c(-c2ccccc2)csc1NC(=O)CSc1ncnc2sc(C)c(C)c12,-5%[38.3 µM],-3%,-4%,-30%,u,-8%,16%
CCCc1cc(=O)oc2cc(C)cc(O)c12,1%[38.3 µM],2%,-8%,u,3%,-48%[inhibitor][10 µM],-7%
C[n+]1ccc(/C=C/c2ccc(Br)cc2)cc1,8%[38.3 µM],20µM*,-15%,-24%,-10%,-18%,2%
C=CCN(C(=O)c1cccc(C(F)(F)F)c1)C1(C(=O)Nc2ccccc2)CCN(C(C)C)CC1,2%,2%,-22%,3%,-8%,-56%[inhibitor],0%
COc1ccc(NC(=O)CCS(=O)(=O)c2ccccc2Cl)cc1S(=O)(=O)Nc1ccc(Cl)cc1,-1%,13%,1%,-23%[9.22 µM],u,-33%[inhibitor],3%
Fc1ccc(-n2c(-c3ccco3)nc3nc4ccccc4nc32)cc1,10%[38.3 µM],24%,3%,5%,u,-6%,7%
COC(=O)C1C2CC3c4[nH]c5cc(OC)ccc5c4CCN3CC2CC(OC(=O)c2cc(OC)c(OC)c(OC)c2)C1OC (centres undefined),1%,-2%,2%&-17%,x,x,11%[1.9 µM],x
CN(C)c1ncc2nc(-c3cccs3)c(=O)n(CCC#N)c2n1,-19%,7%,-6%,x,x,-2%,x
CCCCCn1c(CN2CCN(Cc3ccccc3)CC2)nc2c1c(=O)[nH]c(=O)n2C,0%[38.3 µM],3%,-7%,6%,-5%,-3%,-8%
CCC/C=C(\CCC)C(NS(=O)(=O)c1ccc(C(F)(F)F)cc1)c1ccc(C(=O)OC)cc1 (centres undefined),0%,-4%,-9%,x,x,-33%[inhibitor],x
COC(=O)CNC(=O)COC(=O)/C=C/c1ccc2ccccc2n1,1%,11%,-4%,12%,-7%,14%[10 µM],u
COc1ccc(Br)cc1/C=N/NC(=O)c1ccc(COc2ccc3c(c2)CCC3)o1,-14%[38.3 µM],6%,4%,1%,u,-13%,5%
CCNc1nc(NCC)nc(SCCOC(=O)Nc2ccccc2)n1,7%,-2%,-4%,-23%,6%,25%[10 µM],-5%
O=C(CNS(=O)(=O)c1ccc(Br)cc1)OCc1cc(=O)n2cc(Br)ccc2n1,-10%,5%,-1%,16%,3%,6%[10 µM],-4%
COc1cccc2cc(C(=O)N3CCN(C(=O)c4ccccc4)CC3)c(=O)oc12,-7%,-18%,-11%,-18%,2%,-11%[10 µM],-2%
O=c1c(-c2ccc([N+](=O)[O-])cc2)coc2c(O)c(O)ccc12,x,-7%,-8%,-10%[9.22 µM],x,-20%[10 µM],u
O=C(NC(c1ccccc1)c1cc(Cl)c2cccnc2c1O)c1cccnc1 (centres undefined),-7%,-1%,-1%,4µM*,-4%,-88%[inhibitor][10 µM],9%
O=C(O)c1ccc(Nc2nc(-c3cc4ccccc4oc3=O)cs2)cc1O,-11%,9%,1%,28%,-14%,-30%[inhibitor],5%
Cc1ccc(C2=NN(C(=O)c3ccco3)C(O)(C(F)(F)F)C2)cc1 (centres undefined),-10%,16%,-5%,13%[9.22 µM],12%,11%[10 µM],8%
COc1cc(-c2nnc(-c3ccco3)o2)ccc1OCc1ccccc1,4%,2%,-9%,-1%,-6%,2%[10 µM],-1%

# More results:
SMILES,IMPase Li inh,GoLoco inh red,GAA spleen mod,HttQ103 aggreg,GAA inh,HTT ATP protect,GAA glycogen mod
CCN1CC(CN(C)Cc2nc(Cc3ccccc3)no2)CC1=O (centres undefined),x,6%,-9%,-5%,-8%,-12%,14%
CC1(C)N=C(c2ccccc2)C(=O)N1,12%[38.3 µM],-7%,3%,-3%[9.22 µM],-4%,6%,-5%
Cc1cc(=O)[nH]c(SCC(=O)Nc2nnc(SCc3ccccc3)s2)n1,2%,-10%,-7%,-27%,-13%,-33%,7%
COc1ccc(-c2cc(C(=O)N3CCc4ccccc4C3)no2)cc1OC,9%[38.3 µM],12%,5%,-17%,u,-44%[inhibitor],-16%
Brc1cccc(-c2nnc(SCc3nc4ccccc4[nH]3)o2)c1,-5%[38.3 µM],-12%,0%,12%,-2%,-18%[10 µM],2%
CC1CCCC(NC(=O)C2CCC(CNc3c(N4CCCCC4)c(=O)c3=O)CC2)C1C (centres undefined),x,5%,-2%,-31%[9.22 µM],x,-5%[10 µM],-9%
CC(C)CNC(=O)CN(c1cccc(Cl)c1)S(C)(=O)=O,0%,4%,-13%,x,9%,x,-7%
CCOC(=O)c1cnc(SCc2nc(N)nc(Nc3ccc(OC)cc3)n2)nc1N,0%[38.3 µM],10%,-6%,18%,-4%,-10%[10 µM],8%
Cc1[nH]c(=O)[nH]c(=O)c1CSCC(=O)OCC(=O)Nc1ccccn1,x,-9%,3%,-33%[9.22 µM],x,-1%[10 µM],4%
COCCN(CCOC)C(=O)COC(=O)c1cc([N+](=O)[O-])ccc1Cl,x,1%,2%,-15%[9.22 µM],x,13%[10 µM],4%
OC1(c2cccs2)CN(c2ccccc2)C2=[N+]1CCCC2 (centres undefined),14%,0%,-1%,-19%,-13%,u,4%
O=C(CSCc1ccc(Cl)cc1)NCc1ccc2c(c1)OCO2,2%[38.3 µM],-2%,2%,-13%,1%,0%,-7%
CC(C)CCNC(=O)[C@@H](NC(=O)c1c(F)cccc1F)C(C)C,27%[38.3 µM],7%,-1%,-13%,-4%,36%,11%
CCN1C(=O)C(CC(=O)Nc2ccc(OC)cc2)N(Cc2ccco2)C1=S (centres undefined),-3%,-44%,-1%,21%,-4%,u,-4%
Cc1cccc(N2CCN(S(=O)(=O)c3cnc[nH]3)CC2)c1C,-3%[38.3 µM],2%,0%,-9%,-5%,-10%,10%
CC(=O)OCC1(C)CN(c2ccccc2)N(C(=O)c2ccc(C(C)(C)C)cc2)C1=O (centres undefined),1%,-9%,-5%,1%,-10%,-51%[inhibitor],-23%
COc1ccc(-c2nnc(-c3ccc(Br)o3)o2)cc1OC,x,x,7%,0%,2%,-36%[inhibitor],9%
CC(C)C(O)(C#CCN1CCCC1)c1ccccc1 (centres undefined),18%[38.3 µM],6%,-3%,-9%,13%,-12%,-6%
CCCc1cc(=O)n2[nH]cnc2n1,22%[38.3 µM],4%,0%,-18%,-3%,11%[10 µM],1%
Cc1ccc(S(=O)(=O)N(C)C)cc1NC(=O)CN1C(=O)NC(Cc2c[nH]c3ccccc23)C1=O (centres undefined),x,11%,5%,0%[9.22 µM],-6%,18%[10 µM],0%
Cc1onc(-c2c(F)cccc2Cl)c1C(=O)N=C(N)N1CC(C)OC(C)C1 (centres undefined),x,8%,1%,-24%[9.22 µM],x,8%[10 µM],8%
O=C(Nc1nccs1)c1ccc(COc2ccc(F)cc2)o1,u,8%,-1%,-1%,-4%,-22%[0.074 µM],-4%
O=c1c(-c2cc(F)cc(F)c2)nc2cnc(N3CCNCC3)nc2n1CCc1ccccc1,5%,2%,2%,x,x,-10%,x
Cc1nc2ccccn2c1C(=O)NCCCN1CCOCC1,4%[38.3 µM],-20%,-4%,4%,-5%,-6%[10 µM],4%

# A second format for 9 compounds above.
# Fields – IMPase Li inh, GoLoco inh red, GAA spleen mod, HttQ103 aggreg, GAA inh, HTT ATP protect, GAA glycogen mod
- CCN1CC(CN(C)Cc2nc(Cc3ccccc3)no2)CC1=O (centres undefined)
  x, 6%, -9%, -5%, -8%, -12%, 14%
- CC1(C)N=C(c2ccccc2)C(=O)N1
  12%[38.3 µM], -7%, 3%, -3%[9.22 µM], -4%, 6%, -5%
- Cc1cc(=O)[nH]c(SCC(=O)Nc2nnc(SCc3ccccc3)s2)n1
  2%, -10%, -7%, -27%, -13%, -33%, 7%
- COc1ccc(-c2cc(C(=O)N3CCc4ccccc4C3)no2)cc1OC
  9%[38.3 µM], 12%, 5%, -17%, u, -44%[inhibitor], -16%
- Brc1cccc(-c2nnc(SCc3nc4ccccc4[nH]3)o2)c1
  -5%[38.3 µM], -12%, 0%, 12%, -2%, -18%[10 µM], 2%
- CC1CCCC(NC(=O)C2CCC(CNc3c(N4CCCCC4)c(=O)c3=O)CC2)C1C (centres undefined)
  x, 5%, -2%, -31%[9.22 µM], x, -5%[10 µM], -9%
- CC(C)CNC(=O)CN(c1cccc(Cl)c1)S(C)(=O)=O
  0%, 4%, -13%, x, 9%, x, -7%
- CCOC(=O)c1cnc(SCc2nc(N)nc(Nc3ccc(OC)cc3)n2)nc1N
  0%[38.3 µM], 10%, -6%, 18%, -4%, -10%[10 µM], 8%
- Cc1[nH]c(=O)[nH]c(=O)c1CSCC(=O)OCC(=O)Nc1ccccn1
  x, -9%, 3%, -33%[9.22 µM], x, -1%[10 µM], 4%
